# LDHA block: inhibitors of human lactate dehydrogenase A. AID 1347041. P00338. purified LDHA, NADH/diaphorase-resazurin fluorescence; hits give low values. 480,000 tested, 0.15% active. activity change, % (values are at about 110 or 230 µM); in the data active = activity change below about -30%; inconclusive = mostly about -25% to -30%;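 also: plate controls were DMSO wells for no effect and wells without enzyme for full effect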
#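 Resorufin fluorescence (ex540/em590), read at 0 and 20 min after diaphorase/resazurin addition, reports the NADH left after a 5 min room-temperature reaction of 2 nM human LDH5 with 0.06 mM NADH and 0.2 mM pyruvate.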
# RGS4 inh: inhibitors of human regulator of G protein signaling 4; P49798; Transcreener GDP fluorescence polarization, RGS4-accelerated GTP hydrolysis; Potency, µM (series often up to 114 µM), inactives show at the top dose activity change, negative = inhibition, actives largely listed as inhibitors; 390,000 tested, 0.039% active; also: potency is read from the fitted curve at half-maximal effect; % is scaled to controls: 0 for no effect and ±100 for the full control effect; nearly all actives have a fitted effect of over 75% in size; some results filed as inactive show a strong effect at the top dose
# Target sequence (P49798 whole entry, looked up): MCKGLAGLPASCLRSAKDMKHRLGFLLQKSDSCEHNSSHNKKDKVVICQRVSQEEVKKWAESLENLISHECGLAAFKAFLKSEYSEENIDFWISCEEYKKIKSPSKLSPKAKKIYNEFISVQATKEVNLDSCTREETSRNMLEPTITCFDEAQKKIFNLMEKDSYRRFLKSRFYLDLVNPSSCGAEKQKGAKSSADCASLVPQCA
#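 MLSMR compounds (23 nl, pin-transferred) preincubated 10 min at room temperature with a 500nM (2x) first reagent, then RGS4 at 900nM (2x) plus Transcreener GDP mix added; fluorescence polarization (620/688 nm) read before and after 90 min at 30 °C.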
# Vif-A3F inh: blocks the Vif interaction with APOBEC3F | HeLa A3F-eYFP + Vif (tagged APOBEC3F with the HIV-1 protein that degrades it), YFP fluorescence increase | Potency, µM (series often up to 46.1 µM), inactives show at the top dose activity, negative = active | 390,000 tested, 0.2% active; also: potency is read from the fitted curve at half-maximal effect; % of control where 0% means no effect; nearly all actives have a fitted effect of over 65% in size
#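 HeLa cells stably expressing A3F-eYFP plus Vif, plated and incubated overnight at 37 deg C, then exposed to compounds overnight at 37 deg C. Blocked degradation read as raised yellow fluorescence (Ex 488/Em 500-530).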
# 12-LOX inh: ALOX12 (human) lipoxygenase inhibition; P18054; purified 12hLO, xylenol orange hydroperoxide absorbance; Potency, µM (titrated, usually from 108 µM), for the others: at the top dose activity change, negative = inhibition, most hits filed as inhibitors; 580,000 tested, 1.1% active; also: potency is read from the fitted curve at half-maximal effect; % is scaled to controls: 0 for no effect and ±100 for the full control effect
# Target sequence (P18054 whole entry, looked up): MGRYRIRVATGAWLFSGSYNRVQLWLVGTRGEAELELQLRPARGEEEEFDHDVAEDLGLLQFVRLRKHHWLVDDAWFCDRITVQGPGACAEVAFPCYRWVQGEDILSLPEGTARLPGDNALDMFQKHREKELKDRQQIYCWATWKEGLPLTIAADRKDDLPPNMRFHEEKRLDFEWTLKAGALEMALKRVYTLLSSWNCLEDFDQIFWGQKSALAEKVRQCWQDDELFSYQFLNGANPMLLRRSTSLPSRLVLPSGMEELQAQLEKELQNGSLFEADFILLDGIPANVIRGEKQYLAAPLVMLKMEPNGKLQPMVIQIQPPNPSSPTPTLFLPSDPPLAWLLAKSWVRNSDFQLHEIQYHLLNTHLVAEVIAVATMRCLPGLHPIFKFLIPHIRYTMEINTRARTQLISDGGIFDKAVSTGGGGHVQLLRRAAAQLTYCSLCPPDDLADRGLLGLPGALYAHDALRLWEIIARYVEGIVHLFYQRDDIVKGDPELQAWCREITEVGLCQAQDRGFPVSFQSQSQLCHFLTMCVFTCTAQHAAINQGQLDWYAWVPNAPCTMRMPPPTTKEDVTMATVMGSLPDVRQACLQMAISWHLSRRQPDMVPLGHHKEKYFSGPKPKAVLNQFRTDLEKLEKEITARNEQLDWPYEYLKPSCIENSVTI
#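 Hydroperoxide product was detected by ferrous iron/xylenol orange as the 573 to 405 nm absorbance ratio. Arachidonic acid at 40 uM (final) was turned over for 30 min at room temperature by 150 nM human 12hLO, pH 7.0 Hepes buffer, after 15 min compound preincubation.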
# GRP78 ERSR act: induces the endoplasmic reticulum stress response in human glioma cells; AID 602332; 420,000 tested, 0.02% active; Potency, µM, without a hit: top-dose activation, usual class: activators; U87-MG GRP78 promoter luciferase reporter, 16 h; also: potency is read from the fitted curve at half-maximal effect; series mostly up to about 76 µM; % of control where 0% means no effect; nearly all actives have a fitted effect of over 35% in size
#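 ERSR induction read as luciferase luminescence (Bright-Glo, 10 min at room temperature) in stably transfected human U87-MG glioma cells exposed to compounds for 16 h, using GRP78 as sensor.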
# D2 antag: antagonizes the human D2 dopamine receptor; P14416; HEK293 TREx D2 cells, calcium flux, dopamine EC80; inhibition, % at 10 µM; 340,000 tested, 2% active; AID 485344; in the data active = inhibition above about 30%; also: 0% is about no effect
#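 Read-out: kinetic calcium fluorescence (1 cycle/s) in inducible HEK293 T-REx D2 cells after an EC80 dopamine addition that followed 180 s compound preincubation. Loss of the dopamine response indicates antagonism.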
# D2 agonist: D2 dopamine receptor (human) agonism | P14416 | HEK293 T-REx D2 cells, calcium flux agonist mode | activation, % at 2 µM | 340,000 tested, 0.53% active;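 active = activation over 3 SD above normal in the single-dose calcium agonist read, cut at about 30% in these data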; also: 0% is about no effect
#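 Tetracycline-induced HEK293 T-REx cells with force-coupled D2 receptor, plated overnight at 30 C, loaded with no-wash calcium dye. After a 10 s baseline, compound was pin-added and calcium flux read kinetically for 180 s; calcium rises flagged agonists.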
# ERG Ets-DNA blk: inhibitors of human ERG Ets domain-DNA interaction | P11308 | fluorescence polarization, His-ERG Ets domain / labelled DNA | Potency, µM (series often up to 76.9 µM), inactives show at the highest dose FP activity, negative = inhibition, actives largely listed as inhibitors | 370,000 tested, 0.028% active; active = well fitted inhibition curve with a large enough effect in the polarisation, with a control signal flat; inconclusive = small, poorly fitted or top-dose-only effect, or effect the other way, or a change in a side signal; inactive = no such curve, though single readings can be large or run the other way; the % refers to the polarisation;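 also: polarization taken with two DNA probes labelled with fluorescein and Texas red; potency is read from the fitted curve at half-maximal effect; % of control where 0% means no effect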
#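 His-tagged ERG Ets domain (1 uM in the protein solution; 300mM KCl, 50mM Tris-HCl, 1mM EDTA, 1mM DTT, pH 7.5) received compound, then a probe mix of 5 nM fluorescein-DNA and 100nM Texas-615-DNA. Fluorescence polarization was read for both dyes.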
# Vif-APOBEC3G blk: blocks the Vif interaction with human APOBEC3G | HeLa A3G-eYFP + Vif (tagged APOBEC3G with the HIV-1 protein that degrades it), YFP fluorescence, overnight | AID 602310 | Q9HC16 | 410,000 tested, 0.076% active | Potency, µM (doses to about 46.1 µM), for inactives: top-dose activity, negative = active, most hits filed as inhibitors;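 also: potency is read from the fitted curve at half-maximal effect; % is scaled to controls: 0 for no effect and ±100 for the full control effect; nearly all actives have a fitted effect of over 60% in size; hits raise eYFP signal because A3G escapes Vif-driven loss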
#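 HeLa cells stably expressing Vif and C-terminally eYFP-tagged A3G, seeded overnight at 37 deg C, then exposed to compound by pintool overnight at 37 deg C. Rise in yellow fluorescence (Ex 488/Em 500-530, Acumen) marks blocked Vif-driven A3G degradation.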
# The depositor's hits bear a star; i = inactive; ? = inconclusive; . = not tested or not shown; & = joins results of further samples; [ ] = another dose, or the depositor's remark. Unless noted, calls follow the shape of the dose curve; as a rule, active = well fitted curve in the direction sought with a large enough effect; inconclusive = small, poorly fitted or top-dose-only effect, or another doubt; inactive = no such curve, though single readings can be large; an effect the other way counts as inactive or inconclusive.
# Results follow in this order: GRP78 ERSR act, D2 agonist, Vif-APOBEC3G blk, RGS4 inh, Vif-A3F inh, D2 antag, LDHA block, ERG Ets-DNA blk, 12-LOX inh
- O=C(OCC(O)CO)c1ccccc1Nc1ccnc2cc(Cl)ccc12 (centres undefined)
 : -1.3%&-6.9%, 0.8, -2.1%, 3.7%, 0.3%, -1.5, -7.4, ?, ?
- CCOC(=O)c1sc(NC(=O)C2CSC3(C)CCC(=O)N23)nc1C (centres undefined)
 : -1.7%, -0.1, 1.5%, 19.1%, 8.8%, -25.8, -0.3, 2.7%, ?
- O=C(CCc1ccccc1)NC(c1cccs1)c1cc(Cl)c2cccnc2c1O (centres undefined)
 : -6.2%, 1.6, -0.4%, -37.2%, -6.6%, 23.2, -5.5, -5.1%, -6.0%
- O=C1CC(c2ccco2)CC2=C1C(c1cccnc1)n1nc(C(F)(F)F)nc1N2 (centres undefined)
 : -2.9%, ., -0.6%, 9.5%, ., ., -1.8, ., .
- Cc1ccccc1OCC(=O)NNC(=O)c1ccc2c(=O)n3c(nc2c1)CCC3
 : -1.8%, 0.9, -4.6%, -0.3%, -17.5%, -8.3, -2.0, 2.9%, 9.0%
- O=C(CCN1CCCCO1)N1CCCC(Nc2ccc(F)c(F)c2)C1 (centres undefined)
 : -5.8%, 0.7, -0.6%, 20.5%, ?, -8.3, 2.2, -5.0%, 6.0%
- CC(C)Nc1nc(Oc2cccc(Cl)c2Cl)cc(C(F)(F)F)n1
 : -3.0%, 2.0, -20.4%, -0.5%, -22.1%, -2.9, 1.6, 10.3%, ?
- N=C1/C(=C/c2cccn2CCOc2ccccc2)C(=O)N=C2SC=C(c3ccccc3)N12
 : -4.1%, 1.2, -25.5%, -20.2%, 1.2%, 3.3, -0.2, 15.3%, ?
- COc1ccc(-c2csc(NC(C)c3nc4cc(Cl)c(N5CCCCC5)cc4n3CCOCCO)n2)cc1 (centres undefined)
 : -4.2%, ., -9.5%, 18.8%, 1.5%, ., 3.4, -3.9%, -15.8%
- O=S(=O)(NCCCc1ccccc1)c1ccc(F)c(F)c1
 : -2.0%, -0.6, 0.6%, 10.5%, 0.2%, 9.6, 2.1, 4.6%, -17.6%
- CCOc1ccccc1NC(=S)Nc1ccccc1F
 : 0.4%, -1.1, 0.7%, -39.5%, -11.6%, 22.0, -9.9, -5.1%, ?
- CCOC(=O)C1=C(CN(C)Cc2ccccc2)NC(=O)NC1c1ccc(OC)cc1 (centres undefined)
 : 0.3%, -2.0, 8.1%, -8.8%, -2.6%, ., -2.5, 0.7%, -16.9%
- Cc1ccc(-c2nnc(SCC(=O)Nc3nc4c(s3)CCCC4)n2C)cc1
 : -1.5%, -0.5, -2.1%, 4.7%, 3.2%, -4.5, 1.3, -8.0%, -1.9%
- O=C(CSc1nnc2ccccn12)c1ccc(Cl)cc1
 : 3.7%, -0.3, 7.4%, -41.8%[56.9 µM], 7.7%, 12.7, 0.1&-1.7, -17.0%, 1.6%&-3.6%
- COc1cc(NC(=O)NCc2ccncc2)cc(OC)c1OC
 : -0.9%, ., 2.0%, 14.0%, 6.7%, ., 0.6, ., 12.2%
- CCN(Cc1ccccc1)C(=O)C1CCN(C(=O)Nc2ccccc2)CC1
 : -0.1%, 0.3, 0.7%, 14.6%, 1.2%, 9.2, -1.1, -8.5%, i
- Cn1c(Cn2c(=O)sc3ccccc32)nnc1SCC(=O)NCCc1ccccc1
 : 0.2%, 1.1, -4.9%, 24.2%, -4.9%, 14.0, -14.6, 0.2%, 349.5%[activator]
- Cc1ccc(C)c(Nc2nn3c(=O)c4ccc(C(=O)NCc5cccs5)cc4nc3s2)c1
 : -9.7%, 0.4, ?, -48.3%, 11.3%, ., -5.8, 2.3%, ?
- COc1ccc(-c2cc(C(=O)NNC(=O)c3csc(N4CCOCC4)n3)c3ccccc3n2)cc1
 : -0.3%, -0.6, -11.7%, 21.6%, -6.3%, -17.1, -7.9, -2.3%, -1.8%
- CC(C)CC1C(=O)N(Cc2cn(CCC3OCCO3)nn2)CCS(=O)(=O)N1Cc1ccc(-c2ccccc2)cc1 (centres undefined)
 : -0.1%, ., -4.5%, ., -1.8%, ., 1.7, ., 79.4%[activator]
- O=C(N/N=C/c1ccncc1)NC1CCCCC1
 : -1.1%, 0.0, 0.4%, 8.9%, 3.4%, -8.0, -8.2, 6.2%, -0.6%
- O=C(NCc1ccncc1)C1Cc2c(-c3ccc(Cl)cc3)ccnc2O1 (centres undefined)
 : 0.0%, ., ?, ., ., ., -0.3, ., 7.4%
- Cc1ccc2c(C(=O)CN3CCCCC3CCO)c(C)[nH]c2c1 (centres undefined)
 : -3.0%, ., -4.4%, -0.7%, 3.3%, ., -0.7, 2.1%, -2.1%

# Gathered by group, those above with sulfur (12)
# Results follow in this order: GRP78 ERSR act, D2 agonist, Vif-APOBEC3G blk, RGS4 inh, Vif-A3F inh, D2 antag, LDHA block, ERG Ets-DNA blk, 12-LOX inh
- CCOC(=O)c1sc(NC(=O)C2CSC3(C)CCC(=O)N23)nc1C (centres undefined)
 : -1.7%, -0.1, 1.5%, 19.1%, 8.8%, -25.8, -0.3, 2.7%, ?
- O=C(CCc1ccccc1)NC(c1cccs1)c1cc(Cl)c2cccnc2c1O (centres undefined)
 : -6.2%, 1.6, -0.4%, -37.2%, -6.6%, 23.2, -5.5, -5.1%, -6.0%
- N=C1/C(=C/c2cccn2CCOc2ccccc2)C(=O)N=C2SC=C(c3ccccc3)N12
 : -4.1%, 1.2, -25.5%, -20.2%, 1.2%, 3.3, -0.2, 15.3%, ?
- COc1ccc(-c2csc(NC(C)c3nc4cc(Cl)c(N5CCCCC5)cc4n3CCOCCO)n2)cc1 (centres undefined)
 : -4.2%, ., -9.5%, 18.8%, 1.5%, ., 3.4, -3.9%, -15.8%
- O=S(=O)(NCCCc1ccccc1)c1ccc(F)c(F)c1
 : -2.0%, -0.6, 0.6%, 10.5%, 0.2%, 9.6, 2.1, 4.6%, -17.6%
- CCOc1ccccc1NC(=S)Nc1ccccc1F
 : 0.4%, -1.1, 0.7%, -39.5%, -11.6%, 22.0, -9.9, -5.1%, ?
- Cc1ccc(-c2nnc(SCC(=O)Nc3nc4c(s3)CCCC4)n2C)cc1
 : -1.5%, -0.5, -2.1%, 4.7%, 3.2%, -4.5, 1.3, -8.0%, -1.9%
- O=C(CSc1nnc2ccccn12)c1ccc(Cl)cc1
 : 3.7%, -0.3, 7.4%, -41.8%[56.9 µM], 7.7%, 12.7, 0.1&-1.7, -17.0%, 1.6%&-3.6%
- Cn1c(Cn2c(=O)sc3ccccc32)nnc1SCC(=O)NCCc1ccccc1
 : 0.2%, 1.1, -4.9%, 24.2%, -4.9%, 14.0, -14.6, 0.2%, 349.5%[activator]
- Cc1ccc(C)c(Nc2nn3c(=O)c4ccc(C(=O)NCc5cccs5)cc4nc3s2)c1
 : -9.7%, 0.4, ?, -48.3%, 11.3%, ., -5.8, 2.3%, ?
- COc1ccc(-c2cc(C(=O)NNC(=O)c3csc(N4CCOCC4)n3)c3ccccc3n2)cc1
 : -0.3%, -0.6, -11.7%, 21.6%, -6.3%, -17.1, -7.9, -2.3%, -1.8%
- CC(C)CC1C(=O)N(Cc2cn(CCC3OCCO3)nn2)CCS(=O)(=O)N1Cc1ccc(-c2ccccc2)cc1 (centres undefined)
 : -0.1%, ., -4.5%, ., -1.8%, ., 1.7, ., 79.4%[activator]

# Single values from the entries so far:
# COc1cc(NC(=O)NCc2ccncc2)cc(OC)c1OC – RGS4 inh: 14.0%
# CCN(Cc1ccccc1)C(=O)C1CCN(C(=O)Nc2ccccc2)CC1 – LDHA block: -1.1

# High-throughput results (PubChem)

# Some of the compounds tested; the hit share may differ from the screen's.
